# KAT2A inh: GCN5L2 (KAT2A) acetyltransferase inhibition. Q92830. GCN5L2 HAT assay, ThioGlo1 CoA-SH fluorescence. Potency, µM (top dose mostly 58.9 µM), inactives show at the highest dose activity change, negative = inhibition, actives largely listed as inhibitors. hit rate 0.21% among 390,000. AID 504327
# Target sequence (Q92830 whole entry, looked up): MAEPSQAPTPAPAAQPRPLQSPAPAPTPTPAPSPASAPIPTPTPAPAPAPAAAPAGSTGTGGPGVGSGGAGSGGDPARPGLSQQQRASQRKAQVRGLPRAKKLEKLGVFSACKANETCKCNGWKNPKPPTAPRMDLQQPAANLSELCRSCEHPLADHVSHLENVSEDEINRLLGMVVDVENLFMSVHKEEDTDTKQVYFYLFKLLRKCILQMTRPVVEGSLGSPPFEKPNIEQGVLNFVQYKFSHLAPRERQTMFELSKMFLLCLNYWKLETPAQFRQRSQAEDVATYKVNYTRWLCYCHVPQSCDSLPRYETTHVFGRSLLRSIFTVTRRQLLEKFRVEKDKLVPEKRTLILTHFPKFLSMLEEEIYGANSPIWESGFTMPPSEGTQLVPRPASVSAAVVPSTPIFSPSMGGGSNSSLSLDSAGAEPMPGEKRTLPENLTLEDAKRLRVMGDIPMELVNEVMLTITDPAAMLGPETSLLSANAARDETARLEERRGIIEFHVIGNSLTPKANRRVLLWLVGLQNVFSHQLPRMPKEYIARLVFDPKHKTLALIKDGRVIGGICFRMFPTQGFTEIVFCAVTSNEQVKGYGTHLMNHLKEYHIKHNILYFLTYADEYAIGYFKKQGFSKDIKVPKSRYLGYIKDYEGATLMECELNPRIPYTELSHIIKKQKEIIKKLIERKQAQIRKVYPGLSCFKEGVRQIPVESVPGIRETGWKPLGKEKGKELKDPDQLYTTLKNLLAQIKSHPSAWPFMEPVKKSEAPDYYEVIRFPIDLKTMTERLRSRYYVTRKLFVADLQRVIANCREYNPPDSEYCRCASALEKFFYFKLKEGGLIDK
#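 GCN5L2 (20nM final) in 50mM HEPES, 0.1mM EDTA pH 7.5, 0.01% Tween-20 was preincubated 15 min at room temperature with compound, then given ThioGlo1 (50uM), H3(1-25) peptide (75uM) and acetyl-CoA (70uM); CoA-thiol fluorescence (Ex340/Em540) was read at 0 and 20 min.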
# N370S GC: N370S glucocerebrosidase modulation, Gaucher chaperone candidate; N370S GC spleen homogenate, 4MU-glucoside fluorescence; hit rate 0.092% among 330,000; AID 2101; P04062; Potency, µM (titrated, usually from 59.4 µM), inactives show at the highest dose activity change, negative = inhibition, usual class: inhibitors;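 also: 0% = full enzyme activity and -100% = no enzyme basal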
# FEN1 inh: inhibitors of human flap endonuclease 1; P39748; Recombinant FEN1 flap cleavage, fluorescence, 15 min; Potency, µM (top dose mostly 114 µM), inactives show top-dose activity change, negative = inhibition, most hits filed as inhibitors; hit rate 0.35% among 390,000; also: nearly all actives have a fitted effect of over 65% in size
#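 Read-out was taken twice, immediately and after 15 min, following addition of 50 nM substrate to 10 nM FEN1 that had sat with test compound for 15 min at room temperature. Curves came from a four-parameter Hill model.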
# * hit, by the source's call; ? = inconclusive; . = not tested or not shown; & = joins results of further samples; [ ] = remark or other dose. Calls follow the shape of the dose curve; as a rule, active = well fitted curve in the direction sought with a large enough effect; inconclusive = small, poorly fitted or top-dose-only effect, or another doubt; inactive = no such curve, though single readings can be large; an effect the other way counts as inactive or inconclusive. Unless noted, % is scaled to controls: 0 for no effect and ±100 for the full control effect; potency is read from the fitted curve at half-maximal effect.
KAT2A inh | Compound | N370S GC | FEN1 inh
-3% | CC(=O)CC(C)(C)Nc1nc2cc([N+](=O)[O-])ccc2o1 | -4% | -8%
-6% | Cc1ccc(C(C)C)c(OCC(=O)Nc2c(C(=O)c3ccccc3)oc3ccccc23)c1 | . | -1%
-2% | COc1ccc([C@@H]2[C@H]3CN(C(C)=O)CC=C3C(C#N)=C(N)C2(C#N)C#N)c2ccccc12 | -2% | 5%
0% | O=C(c1cc2ccccc2oc1=O)N1CCN(c2ccc(N3CCOCC3)nn2)CC1 | 2% | -4%
-3% | CC(C)CC(=O)Nc1cccc2c1C(=O)N(c1ccccc1)C2=O | 8% | -1%
-11% | COc1ccc(Oc2ncc3ncc(=O)n(C[C@H]4CCCO4)c3n2)cc1 | 4% | .
0% | COc1ccc(CC(=O)N(C)CC(=O)Nc2c(C)cccc2C)cc1S(=O)(=O)N1CCOCC1 | . | 2%
-9% | O=C(CCNC(=O)C1CCN(S(=O)(=O)c2ccc(F)cc2)CC1)NCc1ccccc1Cl | -3% | -5%
-12% | COc1ccc(C)cc1S(=O)(=O)N(C)CC(=O)Nc1ccccc1 | 6% | 0%
3% | Cc1csc(NC(=O)CSc2nnc(Cc3cccn3C)n2CCc2ccccc2)n1 | -1% | 9%
-5% | O=C(CNC(=O)C1COc2ccccc2O1)N/N=C/c1ccc(O)cc1O (stereo not drawn) | -6% | -1%
? | CCN1CCCC1CNC(=O)c1cc(S(N)(=O)=O)ccc1OC (stereo not drawn) | -5%&-1%&10% | -1%
1% | COc1ccc(NC(=O)Cn2c(=O)n(-c3ccc(C)c(C)c3)c(=O)c3c4c(sc32)CCCCC4)cc1Cl | . | 3%
-33% | CCN(C(=O)CN1C(=O)/C(=C/c2ccccc2F)SC1=S)C1CCS(=O)(=O)C1 (stereo not drawn) | -2% | -6%
-4% | CCOc1ccc(CNc2ncnc(N)n2)cc1 | 6% | 4%
-1% | O=C(NC1CCCc2ccccc21)C1CCC(CNc2c(N3CCOCC3)c(=O)c2=O)CC1 (stereo not drawn) | -2% | 21%
-5% | CCCOC(=O)c1ccc(OCC(O)CN2CCN(C(=O)c3ccccc3)CC2)cc1 (stereo not drawn) | 1% | -2%
-5% | CCN(Cc1ccncc1)Cc1cn[nH]c1-c1ccc(OC)cc1F | 4% | -2%
-7% | CC(C)(C)c1ccc(C(=O)NCC(=O)OCC(=O)c2ccc3c(c2)-c2ccccc2C3)cc1 | -5% | -4%
0% | CCCOc1ccc(-c2cccc(NS(=O)(=O)c3cccs3)c2)nn1 | . | 10%
-2% | Cc1ccc(-n2nc3c(=O)n(CCCC(=O)NCc4ccc(C)o4)nc(C)c3c2C)cc1 | -3% | 18%
-3% | O=C(O)CSCc1nc2ccccc2s1 | 3% | -9%
-13% | CCN(CC)C(=O)c1sc2c(c1C)c(=O)n(-c1ccc(C)c(C)c1)c(=O)n2CC(=O)Nc1ccc(OC)cc1OC | . | -2%
-6% | Cc1nn(CC(=O)NCCc2ccccc2)c(=O)c2cccn12 | 0% | 9%
-22% | CCCOc1ccc(/C=N/NC(=O)c2nnn(-c3nonc3N)c2-c2cccs2)cc1OC | 5% | 7%
? | Cc1cccc(-c2cc3nc(-c4ccccc4)cc(N4CCC5(CC4)OCCO5)n3n2)c1 | 0% | -6%
1% | COc1ccc(CCNC(=O)c2sc3ccccc3c2Cl)cc1OC | 4% | -7%
2% | CCc1nc2ccccc2n1Cc1ccccc1F | -5% | 1%
3% | CCOC(=O)c1cc2c(=O)n3cccc(C)c3nc2n(CCCOC)c1=NC(=O)c1cccnc1 | 8% | -13%
3% | CC(C)c1ccc(S(=O)(=O)c2n[nH]n3c2nc(=O)c2ccccc23)cc1 | 3% | -18%
3% | O=C(OCC(=O)N1CCN(C(=O)c2ccco2)CC1)c1sc2cc(F)ccc2c1Cl | 8% | -8%
-2% | Cc1cc(OCC(=O)Nc2nnc(C3CC3)s2)ccc1[N+](=O)[O-] | -7% | 1%
0% | CN1N=C(C(=O)N2CCN(c3ccc([N+](=O)[O-])cc3)CC2)CCC1=O | -7% | -8%
-14% | NC(=O)c1ccsc1NC(=O)c1ccc(S(=O)(=O)N2CCCC2)cc1 | -3% | 7%
3% | Cc1cc(Br)cc(C)c1NC(=O)c1ccc(C#N)cc1F | -6% | 17%
-9% | CC(=O)N1CCN(c2ccc(Nc3nc(C)nc4c3oc3ccccc34)cc2)CC1 | 10% | -4%
1% | COc1ccccc1CN1CCc2c([nH]c3ccccc23)C1 | -8% | -18%
0% | COc1cccc(Nc2nnc(SCC(=O)Nc3sccc3C(N)=O)s2)c1 | -5% | -15%
1% | COc1cc(NS(=O)(=O)c2ccc(F)cc2)c(C(=O)O)cc1OC | -12% | 7%
-5% | CC(=O)Nc1ccc(NC(=O)CN(c2ccc([N+](=O)[O-])cc2)S(=O)(=O)c2ccccc2)cc1 | -7% | -19%

# Given as tab-separated lines: part of the list above
mol	KAT2A inh	N370S GC	FEN1 inh
COc1cc(NS(=O)(=O)c2ccc(F)cc2)c(C(=O)O)cc1OC	1%	-12%	7%
CC(=O)Nc1ccc(NC(=O)CN(c2ccc([N+](=O)[O-])cc2)S(=O)(=O)c2ccccc2)cc1	-5%	-7%	-19%

# Back to the main list, repeating the 5 entries before the break.
KAT2A inh | Compound | N370S GC | FEN1 inh
-9% | CC(=O)N1CCN(c2ccc(Nc3nc(C)nc4c3oc3ccccc34)cc2)CC1 | 10% | -4%
1% | COc1ccccc1CN1CCc2c([nH]c3ccccc23)C1 | -8% | -18%
0% | COc1cccc(Nc2nnc(SCC(=O)Nc3sccc3C(N)=O)s2)c1 | -5% | -15%
1% | COc1cc(NS(=O)(=O)c2ccc(F)cc2)c(C(=O)O)cc1OC | -12% | 7%
-5% | CC(=O)Nc1ccc(NC(=O)CN(c2ccc([N+](=O)[O-])cc2)S(=O)(=O)c2ccccc2)cc1 | -7% | -19%
-8% | CCC(NS(=O)(=O)c1cn(C)nc1C)c1ccccc1 (stereo not drawn) | -14% | -3%
? | COc1ccc(CNc2ncc(-c3ccccc3)n2C)c(OC)c1OC | 1% | 2%
-1% | O=C(CSc1nc2ccccc2o1)N1c2ccccc2Sc2ccccc21 | ? | 9%
-13% | Cc1cccc(C)c1NC(=O)CCCSc1nnc(-c2ccc(Cl)cc2)n1-c1ccccc1 | -14% | 1%
-8% | CCCCCOc1ccc(N2C(=O)C3C4C=CC(C3C2=O)N(C)C4=O)cc1 (stereo not drawn) | -16% | 3%
-2% | CCc1ccc(C2=C(C)C(N3CCC(C(=O)NCc4ccc(C)o4)CC3)=NS2(=O)=O)cc1 | . | -3%
-4% | Cc1ccc(C(CNC(=O)Nc2ccccc2)N2CCN(C)CC2)cc1 (stereo not drawn) | 2% | 17%
-1% | CCOC(=O)c1c(-c2ccccc2)oc2ccc(OC)cc12 | -3% | 6%
-13% | O=c1cnc2cnc(N3CCNCC3)nc2n1CCc1ccccc1 | -13% | .
-2% | Cc1c(CCC(=O)O)c(=O)n2c([nH]c3ccccc32)c1C#N | ? | 4%
-11% | FC(F)(F)c1cccc(N2CCN(C(=S)NC3CCCCC3)CC2)c1 | 5% | -17%
33%[activator] | Cc1ccc2c(=O)c(C(=O)c3ccc(Cl)cc3)cn(CC(=O)NC3CCCCC3)c2n1 | . | 1%
-6% | COc1cccc(-c2c[nH]c(=O)[nH]c2=O)c1 | -4% | 12%
-17% | COc1ccc(CN(C)C(=O)c2ccc(NS(=O)(=O)c3ccc(F)cc3)cc2)c(OC)c1OC | -9% | -9%
1% | O=C(NCC1(N2CCCCC2)CCCCC1)c1ccc(NS(=O)(=O)c2ccc(F)cc2)cc1 | -11% | 1%
-7% | O=C1N=C(N2CCCCC2)SC1=C1CCCC1 | 26% | -7%
-2% | Cc1cc(NS(=O)(=O)c2ccc(CC(C)C)cc2)no1 | 1% | -5%
-1% | CCCOC(=O)CSc1nnc(-c2cc(OC)c(OC)c(OC)c2)o1 | -8% | -4%
-3% | CCOC(=O)/C=C1\SCC(=O)N1CC(=O)NC12CC3CC(CC(C3)C1)C2 | 29% | -2%
-15% | COC(=O)c1ccccc1NC(=O)c1cnn2cccnc12 | 3% | -15%
-5% | O=C(O)c1cc(OCc2ccccc2)cc(OCc2ccccc2)c1 | 4% | 5%
-13% | CCOC(=O)c1cc(-c2ccco2)nn1-c1ccc(C)cc1 | -2% | -7%
-8% | O=C(CNC(=O)OCc1ccccc1)NC1CCCCCCC1 | 6% | -1%
0% | Cc1ccc(NC(=O)Cc2ncc(C(F)(F)F)cc2Cl)cc1Cl | 7% | 0%
-15% | CCCC(=O)Nc1cc(C)c(O)c(-c2nc3ncccc3o2)c1 | . | 2%
0% | Cc1ccc(NC(=O)CN(C)C(=O)CSc2ncc(C(F)(F)F)cc2Cl)cc1 | 4% | 27%
1% | CCOc1ccc(N2CC(C(=O)Nc3ccc4c(c3)OCCO4)CC2=O)cc1 (stereo not drawn) | -3% | -18%
-11% | Cc1cnc(NC(=O)CCNC(=O)c2ccc([N+](=O)[O-])cc2)s1 | -1% | 0%
-2% | CCn1c(SCc2nc(N)nc(N3CCCCC3)n2)nc2c1c(=O)n(C)c(=O)n2C | 0% | 1%
0% | COc1ccc(C(CNC(=O)c2cc3ccccc3o2)N2CCCCC2)cc1 (stereo not drawn) | -10% | -20%

# Arranged by molecular weight (largest number first): part of the list above
KAT2A inh | Compound | N370S GC | FEN1 inh
3% | CC(C)c1ccc(S(=O)(=O)c2n[nH]n3c2nc(=O)c2ccccc23)cc1 | 3% | -18%
1% | COc1cc(NS(=O)(=O)c2ccc(F)cc2)c(C(=O)O)cc1OC | -12% | 7%
-11% | COc1ccc(Oc2ncc3ncc(=O)n(C[C@H]4CCCO4)c3n2)cc1 | 4% | .
? | COc1ccc(CNc2ncc(-c3ccccc3)n2C)c(OC)c1OC | 1% | 2%

# The list continues:
KAT2A inh | Compound | N370S GC | FEN1 inh
-5% | CN(C)c1ccc(/C=N/Nc2cccc(C(=O)O)c2)cc1 | -8% | 14%
-2% | CNC[C@@H](C)NC[C@@H](Cc1ccccc1)NCCc1ccccc1 | -7% | -7%
-3% | CC(Sc1nnc(Cc2ccccc2)o1)C(=O)Nc1ccccc1[N+](=O)[O-] (stereo not drawn) | . | -4%
-13% | Cc1ccc(Nc2nc3ccccc3nc2-n2nc(C)cc2C)c(Cl)c1 | . | -7%
-5% | CN(C)c1ccc(C(=S)N2CCN(C(=S)Nc3cccc4ccccc34)CC2)cc1 | 21% | -1%
12% | Cc1ccc(C(=O)N2CCCC(CCC(=O)N3CCN(c4ccccn4)CC3)C2)s1 (stereo not drawn) | 10% | 19%
-10% | COc1ccc(C(=O)CNc2ccccc2C#N)cc1 | 0% | -4%
-3% | Cc1ccc(CNC(=O)COc2ccccc2-c2ccccc2)cc1 | ? | -9%
-7% | CN1CCCN(C(=O)CC2(CC(=O)O)CCCC2)CC1 | 12% | 23%
? | O=C(Cn1ncc2c3ccccc3n(Cc3cccc(Cl)c3)c2c1=O)NC1CCCCCC1 | . | 1%

# Record cards (already shown):
# Profile of `CC(Sc1nnc(Cc2ccccc2)o1)C(=O)Nc1ccccc1[N+](=O)[O-]` (stereo not drawn) = KAT2A inh: -3%; N370S GC: .; FEN1 inh: -4%
# Profile of `CNC[C@@H](C)NC[C@@H](Cc1ccccc1)NCCc1ccccc1` = KAT2A inh: -2%; N370S GC: -7%; FEN1 inh: -7%

# (next part)
KAT2A inh | Compound | N370S GC | FEN1 inh
-2% | CSc1nnc(-c2ccc(NC(N)=S)cc2)o1 | -5% | -6%
4% | O=C(CN(c1ccccc1)S(=O)(=O)c1ccccc1)N/N=C/c1ccc(OC2CSC2)cc1 | 8% | .
13% | Cc1nn(S(=O)(=O)c2ccc(F)cc2)c(C)c1S(=O)(=O)N1CCC(C)CC1 | . | 18%
-3%[0.501 µM] | COc1ccc(CC(=O)NNC(=S)Nc2ccc(Br)cc2)cc1 | -5% | 1%
-7% | O=C(O)C1C2C=CC(C2)C1C(=O)NCc1ccc(Cl)cc1Cl (stereo not drawn) | -1% | -1%
-4% | O=C(Cc1ccc(Cl)cc1)Nc1ccc(S(=O)(=O)Nc2cnc3ccccc3n2)cc1 | -1% | -1%
-2%[0.501 µM] | Cc1ccc(NC(=O)C2COc3ccccc3O2)nc1 (stereo not drawn) | 3% | -4%
1% | CC(OCc1ccccc1)C(NC(=O)OC(C)(C)C)C(=O)NCC1CCCO1 (stereo not drawn) | 8% | 2%
-10% | COC(=O)N/N=C/c1cn(CCOc2ccccc2OC)c2ccccc12 | -5% | -3%
-2% | CN(C)CCCNC(=O)C(=O)Nc1cc2c3c(c1)CC(=O)N3CCC2 | 0% | -10%
-7% | CCOC(=O)Cn1c(=O)n(-c2ccccc2OC)c2nc(-c3ccccc3C)nc(C(N)=O)c21 | . | -1%
. | CCCN1CCC(=O)N(C(CSc2ccc(OC)cc2)c2ccccc2)CC1 (stereo not drawn) | -12% | 4%

# Screening results deposited in PubChem by National Center for Advancing Translational Sciences (NCATS).

# These rows are one share of the data. The share of hits here may be higher or lower than overall.
